# FXIa inh 1536: factor XIa (human) inhibition. inhibition, % at 5 µM. AID 798. purified FXIa, Boc-Glu-Ala-Arg-AMC fluorogenic substrate. 220,000 compounds, 0.14% hits;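 active means inhibition of at least 40%; inactive means inhibition below 40%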;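 further: fluorescence of freed AMC excited at 355 nm; 0% = enzyme without compound and 100% = no enzyme blank; many of its hits are not listed in these tables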
# FXIIa inh: blocks human coagulation factor XIIa protease activity; P00748; purified FXIIa, Boc-QGR-AMC fluorogenic substrate, 2 h; inhibition, % at 5 µM; 220,000 compounds, 0.3% hits; AID 800; in the data active means inhibition above about 40%;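 further: 0% = enzyme with no compound and 100% = blank without enzyme; many of its hits are not listed in these tables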
# CHOP inhibitor: inhibitors of CHOP induction in ER stress response; CHO-K1 CHOP-promoter luciferase, tunicamycin-induced, 15-18 h; inhibition, % at 10 µM; 220,000 compounds, 3.8% hits;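 active means compounds that reduced the stress-induced luciferase reporter signal by more than about 70% of percent inhibition, limit read from the data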;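 further: 0% = tunicamycin plus vehicle and 100% = wells without tunicamycin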
# PPC-1+TRAIL kill: compounds killing PPC-1 cancer cells with TRAIL present (potentiator screen, no TRAIL-free arm) | 220,000 compounds, 0.41% hits | PPC-1 cells + TRAIL, ATPLite viability luminescence | cell killing (% activity), % at 4 µM;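 active means cell killing above 50% in the first pass at 4 µM, then a duplicate retest at 5 µM averaging 50% or more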;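 further: plate controls were cells with TRAIL plus DMSO for no effect and medium-only wells lacking cells for full effect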
# PGE2 EP2 inh: EP2 receptor (human) inhibition. 260,000 compounds, 0.52% hits. P43116. C6 glioma cells expressing human EP2, cAMP TR-FRET; cells stimulated with saturating PGE2. inhibition, % at 25 µM. AID 1422;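 active means percent inhibition above 40 after rounding to a whole number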;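 further: rat C6 glioma host cells with rolipram phosphodiesterase inhibitor present; the protocol text gives 20 µM as final concentration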
# Target sequence (P43116 whole entry, looked up): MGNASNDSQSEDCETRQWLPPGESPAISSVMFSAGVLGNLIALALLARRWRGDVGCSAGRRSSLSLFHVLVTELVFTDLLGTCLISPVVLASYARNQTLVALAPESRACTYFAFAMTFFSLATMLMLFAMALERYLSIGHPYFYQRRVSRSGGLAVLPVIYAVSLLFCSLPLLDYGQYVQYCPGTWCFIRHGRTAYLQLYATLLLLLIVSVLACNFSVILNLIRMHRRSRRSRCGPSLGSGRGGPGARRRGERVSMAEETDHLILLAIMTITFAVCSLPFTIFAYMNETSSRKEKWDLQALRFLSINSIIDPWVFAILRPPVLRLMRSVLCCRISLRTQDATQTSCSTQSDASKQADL
# TNF death inh: TNF-alpha cell death inhibition in Jurkat FADD-/- cells; Jurkat FADD-/- TNF necroptosis rescue, ATP luminescence, 24 h; 0 = TNF only, 100 = no-TNF cells; activation (protection from cell death), % at 10 µM; 220,000 compounds, 0.068% hits; AID 463075;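 active means activation, meaning protection from cell death, of at least 50% relative to plate controls; inactive means activation below 50%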;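 further: necroptosis triggered by 40 ng/mL TNF-alpha added together with compound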
# Tb hexokinase: blocks Trypanosoma brucei hexokinase 1 activity; recombinant TbHK1, G6PDH-coupled NADH A340; inhibition, % at 10 µM; 220,000 compounds, 0.11% hits;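 active means inhibition of 50% or more in the single-dose primary screen; inactive means inhibition below 50%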
# L929 necroptosis: L929 zVAD cell death inhibition; 220,000 compounds, 0.38% hits; L929 zVAD necroptosis rescue, ATP luminescence, 24 h; with zVAD 60 µM; viability rescue, % at 10 µM;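 active means activation, scaled between plate controls, above about 75%, limit read from the data; inactive means activation under that limit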;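 further: 0% = zVAD with DMSO and 100% = DMSO alone without zVAD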
# Wee1 degr inh: blocks degradation of human Wee1 kinase. AID 1321. 220,000 compounds, 1.2% hits. HeLa Luc-Wee1K328M stability, luciferase luminescence; 100% = proteasome inhibitor MG132 effect. reporter increase, % at 5 µM;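 active means activation above the mean of all tested compounds plus 3 SD, set per screening run, cut at about 8.8% in these data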;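 further: cells exposed to compound for 20 h before luminescence read; 0% = DMSO alone and 100% = MG132 at 30 µM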
# Target sequence (P30291 whole entry K328M): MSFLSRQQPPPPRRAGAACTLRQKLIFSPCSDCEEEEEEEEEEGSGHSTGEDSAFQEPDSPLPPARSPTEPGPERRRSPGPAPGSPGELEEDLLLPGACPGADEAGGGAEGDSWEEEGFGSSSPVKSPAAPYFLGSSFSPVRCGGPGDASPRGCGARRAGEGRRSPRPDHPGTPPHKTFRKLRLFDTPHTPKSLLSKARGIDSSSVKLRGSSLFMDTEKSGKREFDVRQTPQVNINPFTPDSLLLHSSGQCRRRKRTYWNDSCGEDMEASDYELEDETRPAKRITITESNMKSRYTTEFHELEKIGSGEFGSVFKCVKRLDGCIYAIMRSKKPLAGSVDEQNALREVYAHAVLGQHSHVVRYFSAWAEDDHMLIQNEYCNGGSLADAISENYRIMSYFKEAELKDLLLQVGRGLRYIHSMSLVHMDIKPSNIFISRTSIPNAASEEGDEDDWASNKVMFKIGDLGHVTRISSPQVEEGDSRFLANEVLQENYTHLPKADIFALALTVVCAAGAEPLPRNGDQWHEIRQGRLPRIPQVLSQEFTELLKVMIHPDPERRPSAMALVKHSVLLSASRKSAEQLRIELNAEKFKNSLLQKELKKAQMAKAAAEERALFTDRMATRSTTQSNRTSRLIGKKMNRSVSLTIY
# An asterisk follows results filed as active; nt = no result given; & = joins results of further samples. This is a subset. The share of hits here may be higher or lower than overall.
item	SMILES	FXIa inh 1536	FXIIa inh	CHOP inhibitor	PPC-1+TRAIL kill	PGE2 EP2 inh	TNF death inh	Tb hexokinase	L929 necroptosis	Wee1 degr inh
1	CC1CCCN(Cc2c(O)ccc3c4c(c(=O)oc23)CCCC4)C1 (stereo not given)	-27	-49	0	13	14	0.4	-33	-0.6	-3
2	O=C(CSc1ncccn1)Nc1ccc(S(=O)(=O)N2CCCCC2)cc1	-10	0	-8	-3	9	-0.2	-5	0.2	5
3	COc1nsnc1N1CCOCC1	-8	5	3	0	3	0.0	4	-0.3	5
4	Cc1ccc(C)c2c1cc(C)c1nnc(SCC(=O)Nc3cccc(C(=O)O)c3)n12	-4	4	-10	6	12	4.6	-4	-0.2	0
5	CCCCn1c(=O)[nH]c(=O)c2c1nc(CN1C(=O)c3ccccc3S1(=O)=O)n2CCC	-4	-3	22	41	11	-3.9	-3	0.0	-2
6	O=C(CCC1CCCN(Cc2cccc(Cl)c2)C1)NCc1ccccc1F (stereo not given)	-6	0	5	13	11	-0.5	4	0.0	0
7	COc1ccc(C(C)(C)C)cc1S(=O)(=O)N1CCC(C(N)=O)CC1	11	14	8	20	7	1.4	20	0.4	-2
8	Cn1cc(S(=O)(=O)N2CCN(Cc3ccccc3)CC2)c(=O)n(C)c1=O	0	11	20	2	8	-0.7	-22	-0.1	3
9	CCCOc1ccc(N2C(=O)CC(NCc3ccncc3)C2=O)cc1 (stereo not given)	0	19	-3	14	10	-1.1	-4	0.0	1
10	O=C(N1CCOCC1)N1CCN(c2ccccc2F)CC1	-8	5	6	28	9	-1.1	-1	-0.3	-1
11	CCOc1ccc(S(=O)(=O)N(CC(=O)N/N=C/c2ccc(-c3ccc([N+](=O)[O-])cc3)o2)c2ccccc2)cc1	2	-1	36	8	13	-17	-1	1.3	1
12	CC(C)(C)C(=O)C[n+]1ccccc1	-2	6	1	0	7	-0.3	6	0.6	0
13	CCOC(=O)Nc1ccc(NC(=O)c2c(OC)cccc2OC)cc1	0	2	67	16	-9	-0.9	0	-0.2	1
14	COc1ccc(-n2nc3c(c2NC(=O)C24CC5CC(CC(C5)C2)C4)CS(=O)C3)cc1 (stereo not given)	-1	6	-2	32	10	0.5	-10	-0.3	5
15	COc1ccc(NC2=CC(=O)N(C)C2=O)cc1	4	12	37	6	10	3.4	-2	0.3	1
16	CCC(C)C(NC(=O)C1CCC(C)CC1)C(=O)NC1CCN(Cc2ccccc2)CC1 (stereo not given)	-1	5	12	5	11	-0.2	4	-0.6	4
17	O=S1(=O)N=C(N2CCN(Cc3ccccc3)CC2)c2ccccc21	15	22	-13	6	9	0.9	-2	0.4	-3
18	COC(=O)c1nc(-c2ccccc2)n[nH]1	1	11	5	19	6	0.2	-5	-0.4	0
19	O=C(O)CS(=O)(=O)c1ccc(C(F)(F)F)cn1	-5	-2	-6	-4	7	2.1	-6	3.9	-3
20	CCOc1ccc(-c2nnc(-c3ccc(OC)cc3)o2)cc1	2	4	35	15	10	-1.2	-17	-0.2	-2
21	Cc1cc(-c2cc(C(=O)NCc3ccccc3)on2)nc(S(C)(=O)=O)n1	-1	5	-145	0	8	-16	-8	5.6	nt
22	O=C(O)CC(C(=O)Nc1ccc(Cl)cc1Cl)C1CCCO1 (stereo not given)	0	9	12	10	6	-0.2	-2	0.6	-2
23	COC(=O)C1=C(C)NC(C)=C(C(=O)OC)C1c1ccc(-c2cccc(Cl)c2Cl)o1	-1	3	39	22	4	-0.8	-6	-0.1	0
24	COc1ccc(CCNC(=O)COC(=O)c2ccco2)cc1OC	-16	16	29	25	6&8	0.6	2	0.8	0
25	C=CCCC(=O)Nc1ccc(Br)cn1	-6	2	-8	5	2	-2.4	0	1.0	5

# Full records as entered above. Order of values: FXIa inh 1536	FXIIa inh	CHOP inhibitor	PPC-1+TRAIL kill	PGE2 EP2 inh	TNF death inh	Tb hexokinase	L929 necroptosis	Wee1 degr inh
# `O=C(CSc1ncccn1)Nc1ccc(S(=O)(=O)N2CCCCC2)cc1` is entered as -10	0	-8	-3	9	-0.2	-5	0.2	5
# `O=S1(=O)N=C(N2CCN(Cc3ccccc3)CC2)c2ccccc21` is entered as 15	22	-13	6	9	0.9	-2	0.4	-3

# Other results
item	SMILES	FXIa inh 1536	FXIIa inh	CHOP inhibitor	PPC-1+TRAIL kill	PGE2 EP2 inh	TNF death inh	Tb hexokinase	L929 necroptosis	Wee1 degr inh
26	O=C(O)CCC(=O)Nc1ccc(S(=O)(=O)N2CCCC2)cc1	-7	6	-15	8	11	0.0	3	-1.1	6
27	Cc1[nH]n(-c2ccccc2)c(=O)c1/C=N\NC(=O)C1COc2ccccc2O1 (stereo not given)	0	2	40	72*	4	0.2	-9	3.0	-1
28	COC(=O)c1ccc(-c2nc3cc(Cl)c(N)cc3s2)cc1	-7	-4	33	33	13	-9.1	-14	-0.5	-1
29	Cc1c(C(=O)N(C)C)sc(NC(=O)c2cccc([N+](=O)[O-])c2)c1C#N	9	20	18	15	6	-1.4	-31	0.5	10*
30	CC1CCCCC1NC(=O)C1CCN(S(=O)(=O)N2CCCCCC2)CC1 (stereo not given)	7	15	25	10	8	1.0	0	0.5	2
31	CCCC(=O)Nc1c(C(=O)OCC)oc2ccccc12	-2	2	33	35	7	0.1	-5	0.2	0
32	COc1ccc(CCCC(=O)N/N=C/c2ccccc2OC)cc1	-3	3	-1	0	8	0.6	-10	-0.3	2
33	O=[N+]([O-])c1cccc(Cl)c1NCCNc1ncc(C(F)(F)F)cc1Cl	3	10	79*	22	12	-2.0	1	0.1	2
34	CN1C(=O)/C(=C\c2ccc(-c3ccccc3)o2)SC1=S	1	6	-25	-4	9	-0.8	-10	-1.9	-3
35	Cc1c(C)n(CC(O)CN2CCCCC2)c2ccccc12 (stereo not given)	-3	3	16	-2	0	0.9	3	0.1	-2
36	CCN(C(=O)COC(=O)COc1ccc2c(C)cc(=O)oc2c1)C1CCS(=O)(=O)C1 (stereo not given)	-3	5	15	24	3	1.7	-7	2.2	-1
37	Oc1ccc(Cl)cc1-c1cc(-c2ccccc2)n[nH]1	4	12	105*	13	7	-3.4	3	0.3	-2
38	CC1(C)CC(=O)C(C(C2=C(O)CC(C)(C)CC2=O)c2ccc([N+](=O)[O-])cc2)C(=O)C1 (stereo not given)	2	10	12	-2	4	1.8	-8	0.1	-3
39	CCNC(=O)NC(=O)C(C)Sc1nc2ccccc2n1CC(C)C (stereo not given)	2	22	20	18	10	-0.8	-3	0.1	-2
40	Cc1ccc(C(=O)N(CC(=O)NC2CCCC2)c2ccccc2C)s1	-2	10	30	19	14	-0.2	3	-0.2	0
41	CC(C)CCC(C(=O)O)C(C)CC(=O)NNC(=O)c1ccco1 (stereo not given)	0&4	4&7	11&-1	6	8&4	1.1&0.7	-3&4	1.8&5.7	3&0
42	CSc1sc2ccccc2[n+]1CCCS(=O)(=O)[O-]	4	11	-12	14	5	-0.3	-6	0.2	-3
43	[O-]/C(=C(\C(=S)Nc1cccc2ccccc12)[n+]1cccc(CO)c1)c1ccc(Cl)s1	-6	2	-9	11	9	1.5	-25	0.5	-3
44	Cc1c(C=O)c(=O)n(-c2ccccc2)n1C	-2	10	3	-14	10	0.0	-5	1.9	-3
45	CCOC(=O)c1c(NC(=S)NC(=O)c2cnn(CC)c2)sc2c1CCC(C)C2 (stereo not given)	1	11	21	-6	16	-2.2	-17	0.2	-3
46	CCCCC(SCC(=O)Nc1ccccc1)C(=O)O (stereo not given)	-1	1	-10	-14	15	-0.3	6	-0.2	-1
47	CN(C)S(=O)(=O)N1CCN(CC(O)COc2ccc3cc(Br)ccc3c2)CC1 (stereo not given)	7	13	70	37	9	-5.4	-5	1.0	0
48	COC(=O)c1cc(C#N)c(Oc2ccc(OC)cc2)nc1C	8	17	15	-7	15	-3.2	-4	0.0	1
49	O=C1S/C(=C/c2ccccc2F)C(=O)N1CCN=C1NS(=O)(=O)c2ccccc21	7	15	44	7	12	1.4	26	1.2	-3
50	Cc1ccc(S(=O)(=O)N2CCOCC2)cc1NC(=O)c1cc(-c2ccccn2)nc2ccccc12	2	4	9	-9	14	-18	-21	2.9	0
51	CC(=O)N1CCc2c(sc(NC(=O)C3CC3)c2-c2nc3ccccc3s2)C1	0	51*	-7	-19	10	-1.2	-18	5.8	-2
52	Cc1cccc(OCC(=O)NC2CCCc3ccccc32)c1C (stereo not given)	-5	0	62	2	8	1.9	34	0.8	3
53	CC1CCCCN1C(=O)Cc1ccc(F)cc1 (stereo not given)	17	29	15	6	10	3.0	-1	-0.9	-3
54	COc1ccc(CCNC(=O)C2CCN(S(=O)(=O)N3CCCCC3)CC2)cc1OC	-3	7	27	4	nt	0.2	-6	3.0	-1
55	CC(=O)c1cnc2c(-c3ccccc3)cnn2c1C	5	10	-12	-5	6	-0.3	-2	0.9	0
56	Cn1c(=O)oc2cc(S(=O)(=O)NCCN3CCN(c4ccccc4F)CC3)ccc21	5	11	-4	4	10	0.8	4	0.3	-2
57	Cc1nnc(SCC(=O)Nc2ncc(S(=O)(=O)c3ccc([N+](=O)[O-])cc3)s2)s1	1	3	8	10	8	2.5	3	1.8	-3
58	CCCCOc1ccccc1C1NC(=O)NC(C)=C1C(=O)OCCOCC (stereo not given)	5	4	19	13	8	-0.2	1	-0.3	1
59	Cc1cc(Nc2cccc(C(F)(F)F)c2)n2nc(C)nc2n1	-9	-3	23	17	7	-1.3	0	-1.0	-2
60	COc1ccc(NS(=O)(=O)c2cc(C)ccc2NC(=O)c2cc(C)oc2C)cc1	-6	6	nt	-12	15	-18	-3	-0.1	0
61	CCOc1cc(/C=N/N=C(\N)c2nonc2N)cc(Br)c1OCc1cccc2ccccc12	2	7	95*	4	4	-1.1	3	-0.6	2
62	COc1ccc(NC(=S)NCc2ccc3c(c2)cc(C)n3C)cc1	-2	7	0	12	13	-22	2	nt	0
63	Cn1c(SCC(=O)N2CCCc3ccccc32)nnc1-c1ccco1	-6	-2	-1	-8	nt	-2.2	1	-0.2	2
64	CCc1ccc(CN2CCN(S(=O)(=O)Cc3ccccc3)CC2)cc1	3	18	64	-4	5	1.0	-3	-0.8	-2
65	Cc1nn(-c2ccccc2)c2sc(C(=O)N3CCOCC3)cc12	-4	3	-22	27	24	-1.6	3	-0.2	3
66	O=C(COC(=O)c1ccccc1)c1ccc(Br)cc1	-3	2	-4	15	16	-1.5	0	-0.1	0
67	CCc1ccccc1NC(=S)N(CCN1CCOCC1)Cc1ccccc1F	-5	6	10	-6	14	-0.3	9	-0.6	-3
68	Cc1ccc(C(=O)NCC(=O)OCC(=O)/C=C2\N(C)c3ccccc3C2(C)C)cc1C	6	8	36	4	15	-1.7	-16	-0.1	1
69	NS(=O)(=O)c1cccc(NC(=O)CN2CCCc3ccccc32)c1	4	13	15	-5	7	-0.1	2	0.7	-1
70	CCNC(=S)NNC(=O)c1ccc2ncccc2c1	-17	7	6	11	0	-0.1	-15	2.4	0
71	Cc1ccc(-c2nc(Nc3ccccc3)n[nH]2)cc1	1	12	31	9	11	12	3	77*	0
72	O=C(CSc1nc2ccccc2o1)Nc1nc2ccccc2s1	-3	7	-16	15	8	0.8	-9	2.6	-3
73	O=C(CC1(O)C(=O)Nc2ccccc21)c1cccc(Br)c1 (stereo not given)	3	12	20	29	5	1.9	4	1.7	-2
74	COc1ccc(N2C(=O)CC(N3CCN(c4ccc(S(C)(=O)=O)cc4)CC3)C2=O)cc1 (stereo not given)	-16	19	5	8	8	-0.2	-6	0.7	-3
75	CCc1nnc(NC(=O)CSc2nnc(CNc3cccc(Cl)c3)n2CC)s1	2	10	-13	8	2	1.4	-9	-0.8	-1
76	COc1ccccc1C(=O)N1C(CC(=O)Nc2cc(Cl)ccc2C)C(=O)NC2CCCCC21 (stereo not given)	-5	13	19	22	9	-7.5	-3	0.4	1

# Screening data as filed in PubChem BioAssay.
